# Screening results deposited in PubChem by several laboratories.
# IDE act = human IDE activators in live cells, primary screen, fluorescence polarization, HEK cells, FAbeta-B substrate. Insulin-degrading enzyme (Homo sapiens), P14735. FAbeta-B cleavage; 0% vehicle, 100% cell-free pure enzyme wells. activation, % at 5.96 µM. 0.073% of 340,000 active;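 active means activation above the mean of all tested compounds plus 3 SD, set per screening campaign, cut at about 17% in these data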
# PHOSPHO1 block = PubChem AID 1565. Phosphoethanolamine/phosphocholine phosphatase (Homo sapiens), Q8TCT1. recombinant PHOSPHO1, absorbance phosphatase assay. inhibition, % at 13.3 µM. 1.1% of 290,000 active; in the data active means inhibition above about 60%
# Target sequence (Q8TCT1 whole entry, looked up): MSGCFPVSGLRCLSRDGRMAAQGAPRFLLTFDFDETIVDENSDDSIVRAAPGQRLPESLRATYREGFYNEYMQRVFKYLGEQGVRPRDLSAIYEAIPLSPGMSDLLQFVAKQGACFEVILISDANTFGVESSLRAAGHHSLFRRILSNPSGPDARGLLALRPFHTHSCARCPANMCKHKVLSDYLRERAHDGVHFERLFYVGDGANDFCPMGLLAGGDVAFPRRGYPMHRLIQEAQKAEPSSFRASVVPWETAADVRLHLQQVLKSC
# MEKK3 PB1 HTS = modulators of MEKK3-MEK5 PB1 binding, primary screen, biochemical, wildtype MEKK3, multiplex bead flow cytometry, Alexa488-MEK5; binding response (% of control), % at 10 µM; bead-based flow cytometry, Alexa488-MEK5 binding to MEKK3; actives lie on both sides; 0 = blocked by unlabeled MEK5, 100 = vehicle; 1.4% of 290,000 active; Mitogen-activated protein kinase kinase kinase 3 (Homo sapiens), Q99759;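 active means binding response more than 3 SD above or below the average of its plate-row segment, actives on both sides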;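 further: Alexa488 bead fluorescence after subtracting the streptavidin-only scavenger bead signal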
# Target sequence (Q99759 whole entry, looked up): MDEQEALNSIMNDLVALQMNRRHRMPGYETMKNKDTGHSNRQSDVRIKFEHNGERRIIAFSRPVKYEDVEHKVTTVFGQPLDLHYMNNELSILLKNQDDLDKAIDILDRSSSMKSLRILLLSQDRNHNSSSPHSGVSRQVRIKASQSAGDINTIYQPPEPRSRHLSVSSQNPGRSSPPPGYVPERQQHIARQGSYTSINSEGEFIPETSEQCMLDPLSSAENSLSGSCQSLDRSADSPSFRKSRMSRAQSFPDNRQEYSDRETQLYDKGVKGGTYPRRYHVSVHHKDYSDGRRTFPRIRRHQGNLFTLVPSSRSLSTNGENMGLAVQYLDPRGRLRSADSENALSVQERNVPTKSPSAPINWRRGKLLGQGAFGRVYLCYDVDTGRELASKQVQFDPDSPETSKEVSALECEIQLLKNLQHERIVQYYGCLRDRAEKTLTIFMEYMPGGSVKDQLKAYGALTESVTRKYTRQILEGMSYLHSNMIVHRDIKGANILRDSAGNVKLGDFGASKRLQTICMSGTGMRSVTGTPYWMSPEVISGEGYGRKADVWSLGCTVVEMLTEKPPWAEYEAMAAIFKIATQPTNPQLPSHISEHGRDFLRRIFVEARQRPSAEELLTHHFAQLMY
# UBC9 SUMO inh = inhibitors of in vitro SUMOylation cascade, primary screen, biochemical, HTRF, uHTS; AID 2006, 2009; SUMO-conjugating enzyme UBC9 (Homo sapiens), P63279; 0.36% of 290,000 active; HTRF SUMOylation assay, SAE1/SAE2 + UBC9; inhibition, % at 35 µM; in the data active means inhibition above about 50%, passing the limit was not always enough; further: strong numbers were not always called active
# Target sequence (P63279 whole entry, looked up): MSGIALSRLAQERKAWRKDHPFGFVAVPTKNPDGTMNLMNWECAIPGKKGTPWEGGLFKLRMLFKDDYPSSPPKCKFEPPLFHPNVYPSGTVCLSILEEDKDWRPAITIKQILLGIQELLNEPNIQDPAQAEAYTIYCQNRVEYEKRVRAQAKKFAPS
# IMP-1 inhibitor = IMP-1 metallo-beta-lactamase inhibitors, primary screen, biochemical, epi-absorbance readout, Pseudomonas aeruginosa enzyme. 0.45% of 290,000 active. metallo-beta-lactamase IMP-1 (Pseudomonas aeruginosa). purified IMP-1, nitrocefin hydrolysis, epi-absorbance fluorescence. inhibition, % at 5.6 µM;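 active means inhibition above the mean plus 3 SD of all compounds in the same screening run, cut at about 4.5% in these data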;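 further: 0% = IMP-1 with DMSO and 100% = DMSO wells lacking enzyme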
#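 Assay system: purified IMP-1; Quantity: IMP-1 0.2 nM before substrate addition; Medium: HEPES buffer pH 7.1 with ZnSO4 and Brij 35; Incubation: 15 min enzyme–compound preincubation, then 25 min nitrocefin reaction, 25 °C; Signal: fluorescence quenching readout, ex 480/em 530 nm; Controls: DMSO with and without IMP-1; Repeats: singlicate testing.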
# HCV NS3 hel inh = inhibitors of HCV NS3 helicase, primary screen, biochemical, Cy5 molecular beacon fluorescence | inhibition, % at 10.9 µM | NS3 helicase DNA unwinding | 0.56% of 290,000 active | Hepatitis C virus NS3 helicase;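 active means inhibition above the mean of all tested compounds plus 3 SD, set per campaign, cut at about 35% in these data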;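 further: 0% = DMSO wells and 100% = thioflavine S control wells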
#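 Assay system – hepatitis C virus NS3 helicase domain fragment enzyme · Buffer or medium – MOPS pH 6.5, MgCl2, DTT, Tween20, BSA · Reagent – Cy5/quencher beacon DNA duplex and ATP to start · Compound – single 10.9 µM dose · Timing – 1 h at 25 °C · Technique – Cy5 beacon fluorescence read at start and 1 h · Measure – % inhibition of unwinding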
# VIM-2 inh = VIM-2 metallo-beta-lactamase inhibitors, primary screen, biochemical, epi-absorbance readout, Pseudomonas aeruginosa enzyme | inhibition, % at 5.6 µM | purified VIM-2, nitrocefin hydrolysis, epi-absorbance fluorescence | AID 1527, 2009 | 0.89% of 290,000 active;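 active means inhibition above the mean of all tested compounds plus 3 SD, cutoff set per screening run, cut at about 7.5% in these data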;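 further: red hydrolysis product quenches plate fluorescence so inhibitors raise well fluorescence; 0% = enzyme with DMSO and 100% = DMSO without enzyme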
# FID counter = compounds displacing fluorescent DNA intercalator, primary screen, artefact control for HCV NS3 helicase inhibitor project, biochemical, FID fluorescence; DNA fluorescent intercalator displacement; 0.17% of 290,000 active; AID 1845, 2009; inhibition, % at 7.9 µM; in the data active means inhibition above about 37%;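 further: 0% = vehicle and 100% = reference compound; higher means more ethidium bromide displaced from hairpin DNA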
# pCIP destab = p/CIP-EGFP fusion destabilizers, primary screen, fluorescence, F442A cells; decrease of EGFP signal, % at 10 µM; 0.01% of 290,000 active; Q05BA5; 16 h;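 active means EGFP signal decrease of at least 30% at 10 µM or well 3 SD below plate mean, unless failing retest; inactive means the rest, including hits failing retest or dose response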; further: some compounds called inactive have numbers as strong as hits; many of its hits are not listed in these tables
# Starred values were filed as active, the others as inactive; . = no result given; & = joins results of further samples. Not all compounds are listed. The share of hits here may be higher or lower than overall.
SMILES,IDE act,PHOSPHO1 block,MEKK3 PB1 HTS,UBC9 SUMO inh,IMP-1 inhibitor,HCV NS3 hel inh,VIM-2 inh,FID counter,pCIP destab
Cc1ccc(S(=O)(=O)Nc2c(C)ccc3nsnc23)cc1,5,7,97,8,-2.5,2,-2.9,-3,1
COc1ccc(Cl)cc1N(CC(=O)NC1CC2CCC1C2)S(=O)(=O)c1ccccc1 (stereo unspecified),6,23,103,2,-2.5,-3,-0.3,-57,-9
COc1cccc2cc(C(C)N(CCCN3CCOCC3)C(=S)Nc3ccc(C)cc3)oc12 (stereo unspecified),11,-8,97,-7,-2.0,5,-2.3,11,-4
O=C(O)c1c(F)c(F)cc2ccccc12,2,-7,.,11,-1.2,0,-3.2,0,-4
N#Cc1ccc(OCC(=O)Nc2cc(S(=O)(=O)N3CCOCC3)ccc2N2CCOCC2)cc1,4,12,93,-1,-2.5,7,-2.9,-4,-17
COc1ccc(N(C(=O)c2ccncc2)S(=O)(=O)c2ccccc2)cc1,-5,12,101,1,-2.6,2,-3.3,-17,-10
CCCCCCc1cc2cc(-c3nnc(-c4ccccc4OC)o3)c(=O)oc2cc1O,5,6,94,-194,-2.5,5,-1.7,-3,-292
CCn1c(COc2ccc3c(c2)CCCC3)nnc1SCC(=O)Nc1nccs1,6,0,101,21,-1.1,-8,0.0,0,-12
Cc1cc2oc(C(=O)NCc3ccncc3)c(C)c2cc1C,-2,15,107,6,-3.9,-6,-4.7,-19,16
CC(=O)c1ccc(C(=O)N2CCCC(Nc3ccccc3)C2)s1 (stereo unspecified),-2,-4,101,0,-1.5,-8,-0.9,-14,-6
CC(=O)Cc1nsc(NC(=O)c2cccs2)n1,-2,5,100,17,-2.2,3,-1.2,-2,-8
NNS(=O)(=O)c1ccc(Sc2ccccn2)c([N+](=O)[O-])c1,-1,51,104,8,-3.4,2,-2.2,2,-7
CCC(CC)c1nnc(NC(=O)[C@@H](NC(=O)c2cccc(C)c2)C(C)C)s1,5,-22,110,-5,-3.1,-2,-3.0,-14,-9
O=C(OCc1ccccc1F)c1ccc2c(c1)OCCO2,5,0,102,-37,-3.4,11,1.5,-7,-4
Cc1cc(C)c(C(=O)c2ccc(C(=O)N3CCCCC3)cc2)c(C)c1,2,14,102,6,-0.1,-1,-1.8,-47,-50
COc1cccc2cc(-c3cn4ccc(C)cc4n3)c(=O)oc12,1,.,76,.,-5.1,2,-4.9,-2,.
O=S(=O)(NCc1ccc(Cl)cc1)NCc1ccc(Cl)cc1,4,.,106,12,-3.0,8,-2.5,-9,-12
O=C(CCc1ccccc1)NC(NC(=S)Nc1ccc(Cl)cc1)C(Cl)(Cl)Cl (stereo unspecified),-2,16,101,32,-4.5,4,-3.1,4,8
C/C(=N\Nc1nc(-c2ccccn2)nc2ccccc12)c1ccc(F)cc1,8,0,90,-82,-3.4,6,-1.4,-2,-10
O=C(Cn1cnc2c(cnn2-c2ccccc2Cl)c1=O)N1CCc2ccccc21,-3,26,99,-2,-2.0,4,-6.4,-3,0

# Filtered by structure, the entries above containing an aryl thioether with sulfur outside any ring (2)
SMILES,IDE act,PHOSPHO1 block,MEKK3 PB1 HTS,UBC9 SUMO inh,IMP-1 inhibitor,HCV NS3 hel inh,VIM-2 inh,FID counter,pCIP destab
CCn1c(COc2ccc3c(c2)CCCC3)nnc1SCC(=O)Nc1nccs1,6,0,101,21,-1.1,-8,0.0,0,-12
NNS(=O)(=O)c1ccc(Sc2ccccn2)c([N+](=O)[O-])c1,-1,51,104,8,-3.4,2,-2.2,2,-7

# (next part)
SMILES,IDE act,PHOSPHO1 block,MEKK3 PB1 HTS,UBC9 SUMO inh,IMP-1 inhibitor,HCV NS3 hel inh,VIM-2 inh,FID counter,pCIP destab
COc1ccc(NC(=O)NC23CC4(C)CC(C)(CC(C)(C4)C2)C3)cc1,4,-10,101,-7,-3.0,19,-1.4,-1,6
Clc1ccc(-c2ccc(CN3CCCCC3)o2)cc1,0,30,107,1,0.0,-11,-1.6,8,-12
Cc1cc(OC(=O)c2ccco2)c(Sc2ccccc2[N+](=O)[O-])c(=O)o1,-2,37,106,12,-4.4,-9,-5.8,7,-11
Cc1cc(OC(=O)c2ccc(C)c(C)c2)c([N+](=O)[O-])c(=O)[nH]1,4,38,98,10,-2.4,-10,-3.3,-3,17
O=S(=O)(Nc1cccc(C(F)(F)F)c1)c1cccnc1,2,19,97,9,-2.5,10,-1.8,-2,-7
Cc1ccc(C(=O)N/C(=C/c2ccco2)C(=O)O)cc1,3,4,97,26,-0.9,20,-2.5,-3,1
NS(=O)(=O)c1cccc(NS(=O)(=O)c2ccc(/C=C/C(=O)OCC(=O)c3ccccc3)cc2)c1,0,34,105,4,-3.1,-5,1.1,-22,0
COc1ccccc1NC(=O)N1CCN(c2ccc(F)cc2)CC1,7,-1,97,3,-1.7,2,0.2,-14,-6
CN1C(=O)C(C)(C)c2cc(S(=O)(=O)NCc3ccc(Cl)cc3)ccc21,3,23,98,-6,-0.7,-13,-1.1,-28,-13
CCO[C@@H]1OC(C(=O)NC2CC2)=C[C@H](C)[C@H]1CCCO,-3,22,79,14,.,.,.,.,-8
Cc1csc(NC(=O)C2CCCN2C(=O)OCC(C)C)n1 (stereo unspecified),-6,6,105,24,-3.5,5,-2.5,-6,2
Cn1c(Cn2cnc3ccccc32)nnc1SCC(=O)CC(=O)Nc1ccccc1,4,43,94,-6,-2.6,6,-3.6,-20,-18
CC(Cc1ccccc1)(NC(=O)CN)c1ccccc1 (stereo unspecified),.,4,105&103,-11,-1.0,-14,-1.5,5,5
Nc1c(C(=O)Nc2ccccc2)sc2nc3c(c(-c4ccco4)c12)CCC3,-3,87*,97,47,-1.1,41*,-1.5,-10,-23
Cc1cccc(N2CCN(C(=O)C3CCN(S(=O)(=O)c4cccnc4)CC3)CC2)c1C,-5,3,103,17,2.3,-11,0.8,-40,2
COc1ccc(NC(C)=O)cc1NC(=O)CSc1nc2ncccc2[nH]1,4,7,97,5,-5.3,24,-3.1,-5,-3
CCOC(=O)C1(CCOC)CCN(C(=O)c2ccccc2-c2cccc(C)c2)CC1,5,52,102,-3,-2.8,-1,-1.8,-35,-15
O=C(COc1ccccc1)NCc1ccc(-n2cccc2)cc1,5,47,101,12,-1.4,-9,-2.7,-7,7
Cc1cc(Br)ccc1NS(=O)(=O)c1c(C)[nH]c(=O)[nH]c1=O,6,18,97,-1,-2.5,3,-1.9,-5,-9
COc1ccc(-c2ccc(=O)n(CC(=O)Nc3ccc(C(=O)NC4CC4)cc3)n2)cc1OC,6,41,99,24,-2.4,0,-0.3,-22,-10
O=C(c1ccccc1)N1CCN(c2ccccc2F)CC1,0,45,83,10,-0.3,4,-0.6,-1,-13
O=C(CNC(=O)c1cccs1)c1ccc([N+](=O)[O-])cc1,3,67*,85,-1,-3.2,3,-1.8,5,5
C/C(CC(=O)Nc1ccc(N(C)C)cc1)=N\NC(=O)c1ccccc1F,2,8,107,-6,-4.8,-2,-4.2,-7,8
O=S(=O)(Cc1cc(Cl)nc(-c2ccncc2)n1)c1ccccc1,-7,53,102,16,-3.3,17,-3.0,-5,-4
CCN1CCN(c2cc(=O)n(C3CCCCC3)c(=O)[nH]2)CC1,2,15,103,-8,-0.8,3,-1.3,-3,0
O=C1[C@@H]2Cc3c([nH]c4ccccc34)C(c3ccccc3)N2C(=O)CN1CCO (stereo partly specified),-4,.,111,-16,-3.1,-1,-2.7,-14,-6
COc1cccc(NC(=O)CN2C(=O)CSc3ccc(S(=O)(=O)N4CCOCC4)cc32)c1,4,1,94,.,-1.7,3,-4.1,-18,-19
CCc1nnc(NC(=O)CCc2ccc(C)o2)s1,-2,3,101,-3,-2.1,3,0.2,-6,12
CCOC(=O)c1cc(CC)sc1N1C(=O)CC(Sc2ncccc2C(=O)O)C1=O (stereo unspecified),-5,-26,102,-3,-2.7,11,0.8,-33,2
CCOC(=O)c1cnc2c(Cl)cccc2c1NCCCN1CCOCC1,1,45,109,3,-2.8,25,20*,32,-7
CSc1cccc(NC(=S)N2CCC(c3ccccc3)C2)c1 (stereo unspecified),2,20,107,5,-4.4,-1,-5.2,-13,-10
O=C(c1c[nH]c2ccc(F)cc2c1=O)N1CCCCCC1,5,8,80,-14,-4.2,-5,-1.5,0,-13
Cc1ccccc1NC(=O)NNC(=O)c1ccc2ccccc2c1O,7,19,103,-12,-1.5,12,-1.7,-6,17
O=C(Nc1cccc(F)c1)N1CC=C(c2ccc(Cl)cc2)CC1,-5,-2,105,-9,-2.0,-6,-4.2,-5,1
Cn1cnc2c1c(=O)n(Cc1cccc(Br)c1)c(=O)n2C,-5,24,101,-5,-2.0,-11,-1.1,-5,0
O=C(c1ccc2c(c1)N(Cc1cccc(Cl)c1)C(=O)c1ccccc1S2(=O)=O)N1CCN(c2ccccn2)CC1,-7,20,93,10,0.9,-13,-3.1,-18,-13
Cc1cccc(-n2c(N)cc(=O)[nH]c2=S)c1,6,-2,100,9,-2.2,3,-4.9,-3,-6
Cc1cc(C(=O)Nc2ccc(Br)cc2F)n(-c2ccccc2)n1,0,-104,104,-4,-2.5,-12,-3.2,-16,-9
OCCC1CN(Cc2ccccc2O)CCN1CCc1ccccc1 (stereo unspecified),-2,26,92,5,-1.0,-3,-1.2,3,-7
CN(C)CCC(O)(c1ccccc1)c1ccccc1,4,1,107,-1,0.2,-10,0.7,-1,3
O=C(NC(=S)Nc1ccccc1N1CCCC1)c1ccc([N+](=O)[O-])cc1,-5,5,96,-14,-2.1,-9,-3.0,-5,-5
Cc1ccc(C(c2nnnn2CC2CCCO2)N2CCN(c3cccc(C)c3C)CC2)cc1 (stereo unspecified),1,-21,90,-16,-1.6,2,-1.0,-9,6
COc1ccccc1NC(=O)c1nc(S(=O)(=O)Cc2ccccc2)ncc1Cl,-1,33,106,26,-2.0,-5,-4.0,-9,-14
Cn1c2ccc(F)cc2c2nnc(SCCN3CCCCC3)nc21,6,32,106,-16,-2.4,21,12*,7,9
COC(=O)C1CCN(C(=O)c2ccccc2NC(C)=O)CC1,0,0,114,-6,3.0,-12,-0.7,-4,-6
Cc1ccc(-c2nn(-c3ccccc3)cc2CC(=S)N2CCOCC2)cc1,1,35,103,4,-3.3,-8,-0.9,-19,-8
CC(=O)c1cnn(-c2cc(Oc3cccc(C)c3)ncn2)c1C,7,-12,91,25,1.3,-5,0.3,-2,-20
Cc1ccccc1OCc1nc2ccccc2c(=O)n1/N=C/c1cn[nH]c1-c1ccccc1,-6,-12,103,-37,-2.4,4,-5.6,-13,-2
